# Compound activity deposited in PubChem BioAssay by National Center for Advancing Translational Sciences (NCATS).
# Tau fluor counter = Counterscreen qHTS for Inhibitors of Tau Fibril Formation, Fluorescence Polarization; tau K18 P301L Alexa594 fluorescence, heparin fibrillization; Potency, µM (highest dose often 57.7 µM), for the others: at the highest dose activity change, negative = decrease; actives 0.93% (n = 280,000); further: on the % scale 0 is the no-effect control and ±100 the full control effect; nearly all actives have a fitted effect of over 55% in size
#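 Human tau K18 P301L (15 uM unlabeled, 0.24 uM Alexa 594-labeled) in 100 mM sodium acetate pH 7 with 20 uM heparin, 6 hr at 37 C. ThT 30 uM added, 1 hr ambient; Alexa 594 FP and total fluorescence read at 555/632 nm.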
# GAA inhib = qHTS Assay for Inhibitors of Human alpha-Glucosidase as a Potential Chaperone Treatment of Pompe Disease; Lysosomal alpha-glucosidase (Homo sapiens), P10253; purified human GAA, 4-MU-alpha-glucoside fluorescence; Potency, µM (highest dose often 76.9 µM), for the others: top-dose activity change, negative = inhibition, usual class: inhibitors; actives 0.005% (n = 200,000); AID 1466, 2008;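 further: plate controls were uninhibited enzyme wells for no effect and no-enzyme background for full effect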
#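 Human alpha-glucosidase, 4 nM, pre-mixed with test compounds before 400 uM 4-methylumbelliferyl substrate; 20 min room temperature at pH 5.0. Fluorescence read after pH 10 stop; AC50 values from Hill-equation fits.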
# Tau ThT inhib = qHTS for Inhibitors of Tau Fibril Formation, Thioflavin T Binding. Potency, µM (top dose mostly 57.4 µM), without a hit: top-dose activity, negative = inhibition, usual class: inhibitors. Microtubule-associated protein tau (Homo sapiens), P10636. recombinant tau K18 P301L (four-repeat tau fragment), heparin-induced fibrillization, ThT fluorescence. actives 2.1% (n = 270,000); further: on the % scale 0 is the no-effect control and ±100 the full control effect; nearly all actives have a fitted effect of over 55% in size
# Target sequence (P10636 561-689 P618L limits assumed): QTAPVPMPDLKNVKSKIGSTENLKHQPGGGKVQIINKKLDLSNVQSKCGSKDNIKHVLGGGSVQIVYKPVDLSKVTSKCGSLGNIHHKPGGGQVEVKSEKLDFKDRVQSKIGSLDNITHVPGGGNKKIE
#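 Tau K18 P301L fragment (15 uM unlabeled plus 0.24 uM Alexa 594-labeled) in 100 mM sodium acetate pH 7 with compound, fibrillization induced by 20 uM heparin for 6 hr at 37 C. Thioflavin T (30 uM) added, fluorescence read after 1 hr (ex 450, em 510 nm).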
# HTT ATP protect = qHTS Multiplex Assay to Identify Dual Action Probes in a Cell Model of Huntington: Cytoprotection (ATP); PC12 HTT-Q103 induced, cytoprotection, ATP luminescence, 40 h; Potency, µM (titrated, usually from 56.4 µM), for inactives: cytoprotection (ATP increase), actives largely listed as activators; actives 0.14% (n = 230,000); AID 1471, 2008;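 further: % of control where 0% means no effect; nearly all actives have a fitted effect of over 45% in size; toxic huntingtin expression switched on by the ecdysone agonist tebufenozide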
#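 ATP quantification (ATPlite) reports survival of PC12 cells in which tebufenozide, 100 nM final, switches on Htt exon 1 with 103 glutamines linked to GFP; compounds are titrated.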
# GAA spleen mod = qHTS Assay for Inhibitors and Activators of Human alpha-Glucosidase From Spleen Homogenate; Lysosomal alpha-glucosidase (Homo sapiens), P10253; human spleen homogenate, 4-MU-alpha-glucoside fluorescence; Potency, µM (doses to about 79.9 µM), for inactives: at the highest dose activity change, negative = inhibition, actives largely listed as inhibitors; actives 0.006% (n = 240,000); AID 2112, 2009;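 further: 0% = enzyme with vehicle and -100% = no enzyme basal signal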
#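 Human spleen homogenate (1 ug) incubated with compounds and 1 mM 4-methylumbelliferyl-alpha-D-glucopyranoside in pH 5.0 citrate/phosphate buffer, 37 C, 40 min. Stopped at pH 10; 4-MU fluorescence (Ex 365/Em 440 nm); AC50 by Hill fit.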
# Tau fibril FP = qHTS for Inhibitors of Tau Fibril Formation, Fluorescence Polarization | actives 0.39% (n = 280,000) | K18 P301L tau heparin fibrillization, Alexa594 FP, 6 h | Potency, µM (top dose mostly 57.7 µM), without a hit: top-dose activity, negative = inhibition, usual class: inhibitors | Microtubule-associated protein tau (Homo sapiens), P10636; further: on the % scale 0 is the no-effect control and ±100 the full control effect; nearly all actives have a fitted effect of over 55% in size
#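 Compound effects on tau fibrillization are measured by Alexa 594 fluorescence polarization (ex 555, em 632 nm). K18 P301L tau is used at 15 uM with 0.24 uM labeled tracer, and 20 uM heparin induces aggregation over 6 hr at 37 C.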
# GAA glycogen mod = qHTS Assay for Inhibitors and Activators of Human alpha-Glucosidase Cleavage of Glycogen. Lysosomal alpha-glucosidase (Homo sapiens), P10253. recombinant GAA, glycogen substrate, Amplex Red glucose oxidase fluorescence. Potency, µM (highest dose often 76.4 µM), for the others: at the top dose activity change, negative = inhibition, actives largely listed as inhibitors. actives 0.38% (n = 300,000). AID 2100, 2009;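 further: 0% = full enzyme reaction and -100% = no-enzyme basal signal; the screen sought inhibitors and activators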
#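 Recombinant human alpha-glucosidase (4 nM final) hydrolysed bovine liver glycogen (30 ug) for 40 min at 37 C in pH 5.0 citrate/phosphate with 0.01% Tween-20. Released glucose detected by glucose oxidase/Amplex Red, Ex 573/Em 610 nm. Compounds up to 77 uM; AC50 from Hill fits.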
# GLA spleen mod = qHTS Assay for Inhibitors and Activators of Human alpha-Galactosidase From Spleen Homogenate. Alpha-galactosidase A (Homo sapiens), P06280. Potency, µM (highest dose often 80 µM), for the others: at the highest dose activity change, negative = inhibition, hits mostly inhibitors. human spleen homogenate, 4MU-alpha-Gal fluorescence, 40 min. actives 0.008% (n = 240,000);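 further: 0% = enzyme with vehicle and -100% = no enzyme basal signal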
# Target sequence (P06280 32-429 limits assumed): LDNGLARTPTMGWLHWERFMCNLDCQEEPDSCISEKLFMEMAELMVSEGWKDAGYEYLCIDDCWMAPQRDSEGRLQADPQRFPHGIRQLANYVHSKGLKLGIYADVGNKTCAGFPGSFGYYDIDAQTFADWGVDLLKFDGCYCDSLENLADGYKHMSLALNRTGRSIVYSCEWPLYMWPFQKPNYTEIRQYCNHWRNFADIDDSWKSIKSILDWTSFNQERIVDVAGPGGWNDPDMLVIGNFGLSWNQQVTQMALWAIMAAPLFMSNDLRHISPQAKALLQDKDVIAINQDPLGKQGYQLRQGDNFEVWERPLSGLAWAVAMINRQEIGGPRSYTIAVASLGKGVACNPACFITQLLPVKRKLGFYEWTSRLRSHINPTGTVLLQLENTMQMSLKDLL
#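 Human spleen homogenate (1 ug) as enzyme source, 4-methylumbelliferyl-alpha-D-galactopyranoside 1 mM final, citrate/phosphate pH 5.0 with 0.01% Tween-20. Compounds 40 min at 37C, NaOH/glycine stop; fluorescence Ex 365/Em 440, Hill-fit AC50.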
# Numbers without * were called inactive; ? = inconclusive; . = no result given; [ ] = dose if it differs, or a comment. The call rests on the fitted dose curve; in most records, active means well fitted curve in the direction sought with a large enough effect; inconclusive means small, poorly fitted or top-dose-only effect, or another doubt; inactive means no such curve, though single readings can be large; an effect the other way counts as inactive or inconclusive. Potency means the concentration at half of the fitted maximal effect.
# Results follow in this order: Tau fluor counter	GAA inhib	Tau ThT inhib	HTT ATP protect	GAA spleen mod	Tau fibril FP	GAA glycogen mod	GLA spleen mod
1: O=C1CC(C(=O)Nc2ccc(Cl)cc2)S/C(=N\N=C\c2ccco2)N1 (stereo not drawn)
  12%	.	.	-4%[10 µM]	3%	-31%	-1%	-1%
2: CCc1ccc(NC(=O)CSCCN2C(=O)c3ccccc3C2=O)cc1
  -16%	-2%	-5%	-8%[10 µM]	0%	-2%	-8%	1%
3: Cc1ccc(/C=C2/C(=O)N=C(N)N2C)s1
  8%	-7%	-17%	26%[10 µM]	-13%	8%	8%	3%
4: CCOC(=O)C1CCN(c2c(NCc3ccc(C(=O)Nc4ccc(C)cc4)cc3)c(=O)c2=O)CC1
  -9%	.	1%	-4%[10 µM]	-8%	-11%	5%	-6%
5: CCCCC/C=C\C/C=C\C/C=C\C/C=C\CCCCCC(=O)NC(C)C(=O)O (stereo not drawn)
  -12%	.	-13%	2%	9%	-1%	.	-1%
6: CC(=O)O[C@H]1CC[C@]2(C)[C@H]3CC=C4[C@@H]5[C@@H](C)[C@H](C)CC[C@]5(C(=O)O)CC[C@@]4(C)[C@]3(C)CC[C@H]2C1(C)C
  1%	.	-7%	-17%[10 µM]	3%	3%	7%	-16%
7: O=C(COC(=O)c1ccc(=O)n(Cc2ccccc2)n1)Nc1ccc2c(c1)OCCO2
  -12%	1%	-8%	-8%	-4%	5%	-3%	-1%
8: CCc1[nH]nc2c1C(c1ccc(Br)s1)C(C#N)=C(N)O2 (stereo not drawn)
  -23%	-5%	?	-30%	-22%	-5%	-4%	21%
9: COc1ccc(NC(=O)c2cn3c(nc4ccccc43)c(C#N)c2C)cc1
  -8%	.	0%	3%[10 µM]	0%	-17%	0%	-1%
10: Cc1cccc2cc(C#N)c(NCc3ccccc3)nc12
  -9%	11%	1%	-1%	1%	-8%	?	7%
11: Clc1ccccc1/C=C/c1nc(-c2ccccn2)no1
  ?	.	?	-35%[10 µM]	-2%	0%	0%	1%
12: COc1cc(NC(=O)COC(=O)C=C(C)C)c(C)cc1[N+](=O)[O-]
  -3%	2%	-6%	-47%[inhibitor]	3%	7%	5%	3%
13: COCc1cc(C)nc(N/N=C/c2ccc(-c3cc(C(=O)O)ccc3Cl)o2)c1C#N
  2%	6%	-14%	-38%	-3%	-1%	7%	-4%
14: CC(=O)N1c2ccccc2NC2=C(C(=O)CC(C)(C)C2)C1c1cccn1C (stereo not drawn)
  -8%	2%	-8%	2%	6%	0%	1%	7%
15: C=CCn1c(=N)n(CC(=O)c2ccc(OC)cc2)c2ccccc21
  2%	.	.	34%[10 µM]	5%	0%	1%	1%
16: Cc1ccc(N2C(=O)CC(Cc3cccc(C)c3)C2=O)cc1 (stereo not drawn)
  -4%	4%	-2%	3%[10 µM]	3%	6%	-8%	7%
17: COc1ccc(-n2c(=O)c3sc4ccccc4c3n(CC(=O)N3CCCC3)c2=O)cc1
  -5%	.	-3%	.	.	-5%	8%[76.3 µM]	.
18: CCN(CC)CCn1c2ccccc2c2nc3ccc([N+](=O)[O-])cc3cc21
  -10%	.	?	-65%[inhibitor][10 µM]	-11%	0%	2%	11%
19: CCCc1cc(=O)n2[nH]c(NCc3ccccc3Cl)nc2n1
  2%	4%	-7%	1%	-7%	-1%	-5%	-5%
20: O=C(Nc1ccc(-c2nc3ccccc3o2)cc1)c1ccc2c(c1)OCO2
  -1%	7%	17%	-37%	-16%	-2%	1%	-19%
21: COC(=O)c1c(NC(=O)c2nc(SC)ncc2Cl)sc2c1CCCC2
  -7%	.	-14%	.	.	-4%	12%[76.3 µM]	.
22: O=C(CSc1ncn[nH]1)NCCc1ccccc1
  0%	-3%	-9%	19%	-8%	4%	-4%	-3%
23: CCn1c(CNc2ccc(C(=O)O)cc2)nc2ccccc21
  2%	-10%	-1%	-17%	1%	1%	1%	-8%
24: O=C(COC(=O)C1CCN(S(=O)(=O)c2cccs2)CC1)Nc1ccc(F)cc1F
  5%	.	3%	-23%[10 µM]	0%	2%	-3%	10%
25: Cn1c(=O)n(-c2ccc(Br)cc2F)c(=O)c2sc3ccccc3c21
  -6%	.	2%	.	.	-1%	10%[76.3 µM]	.
26: C=CCN1C(=O)/C(=C/c2ccc(N(C)C)cc2)S/C1=N\c1nnc(CC)s1
  -22%	-4%	-17%	13%	-8%	13%	4%	-4%
27: N#C/C(=C/c1cn[nH]c1-c1cccc(Br)c1)C(=O)O
  -8%	-10%[15.4 µM]	-9%	6%[10 µM]	3%	-8%	-3%	-15%
28: CCN(CC)S(=O)(=O)c1cccc(C(=O)NC(Cc2c[nH]c3ccccc23)c2nnc3n2CCCCC3)c1 (stereo not drawn)
  -21%	?	-11%	-8%	-1%	11%	5%	6%
29: O=c1cc(O)c(-c2ccc(Cl)cc2)c(Cl)[nH]1
  -16%	.	.	7%[10 µM]	4%	7%	7%	-19%
30: COC(=O)C1CCN(CC(=O)Nc2ccc(OC)c(Cl)c2)CC1
  -1%	-3%	2%	.	-8%	2%	7%	-2%
31: CN(CC(=O)Nc1ccc(F)cc1)C(=O)COc1ncnc2ccccc12
  2%	.	2%	1%[10 µM]	2%	-8%	10%	-1%
32: N#Cc1c(N)oc(-c2ccc3c(c2)OCO3)c1-c1ccc2c(c1)OCO2
  28µM*[quencher]	-1%	?	11%[10 µM]	-2%	12%	7%	-3%
33: Oc1ccccc1C1=NCCNC(C(F)(F)F)=C1
  0%	7%	-16%	4%[10 µM]	1%	2%	15%	-4%
34: CCOc1ccc(NC(=O)CSc2nc(-c3cccs3)cc(C(F)(F)F)c2C#N)cc1
  4%	.	-3%	.	.	-7%	-5%[76.3 µM]	.
35: Cc1ccc2cc(C)c3nnc(SCC(=O)Nc4nc5c(s4)CCCC5)n3c2c1
  -5%	-3%	-6%	-29%	-7%	0%	6%	3%
36: O=C(Nc1ccc(N2CCN(C(=O)c3ccc(Cl)cc3)CC2)cc1)c1ccc2c(c1)OCCO2
  ?	-1%	?	17%[10 µM]	-5%	12%	7%	2%
37: Cc1cc(CNC(=O)Nc2ccc3c(c2)OCO3)nn1C
  -8%	0%	-3%	-37%	-3%	1%	6%	-2%
38: Cc1ccsc1C1NC(=O)c2ccccc2N1 (stereo not drawn)
  -10%	-6%	-12%	7%[10 µM]	-1%	12%	0%	9%
39: COc1ccc(N2CCN(C3=CC(=O)N(c4cccc(Cl)c4)C3=O)CC2)cc1
  -22%	-1%	?	-23%	.	5%	0%	2%
40: Cc1ccc(CNC(=O)c2cccc(Nc3nc4ccccc4n4nnnc34)c2)cc1
  -25%	.	-7%	.	.	-6%	-12%[76.3 µM]	.
41: Cc1ccc(C(=O)CC2(O)C(=O)N(C)c3ccccc32)s1 (stereo not drawn)
  -6%	8%	0%	-34%[inhibitor]	-3%	-6%	7%	6%
42: CC(=O)Oc1c(-c2ccccc2)oc2c(CC=C(C)C)c3c(c(OC(C)=O)c2c1=O)C=CC(C)(C)O3
  4%	.	-9%	.	1%	-1%	.	-2%
43: COc1ccc(CN2CCOCCOCCOCC2)cc1
  -9%	.	-8%	3%[10 µM]	3%	-5%	7%	2%
44: CCc1ccc(OCC(=O)NC(Cc2c[nH]c3ccccc23)C(=O)O)cc1 (stereo not drawn)
  -4%	.	-7%	.	.	2%	-6%[76.3 µM]	.
45: CCCCC(=O)NNC(=O)c1c(O)c2ccccc2[nH]c1=O
  0%	0%[15.4 µM]	-11%	-1%[10 µM]	-6%	2%	0%	-8%
46: CC(=O)Nc1ccc(/C=N/N2C(=O)NC(C)(c3ccc(OC(F)F)cc3)C2=O)cc1 (stereo not drawn)
  -13%	1%	-5%	-17%	-1%	-11%	5%	1%
47: CC(=O)N1c2ccc(S(=O)(=O)NCC3CCC(C(=O)Nc4cccc(C)c4)CC3)cc2CC1C (stereo not drawn)
  -7%	.	-2%	.	.	1%	-10%[76.3 µM]	.
48: COc1ccc(-n2nnc3c(SCC(=O)Nc4ccccc4F)ncnc32)cc1
  3%	6%	-13%	-3%	-4%	-11%	7%	-3%
49: COc1ccc(-c2cc(=O)oc3cc(OC(=O)C4CCCCC4)ccc23)cc1
  -4%	-3%	-10%	-3%[10 µM]	-22%	5%	-7%	12%
50: CN(C)S(=O)(=O)c1ccc(S(=O)(=O)N2CCN(CCC#N)CC2)cc1
  0%	-1%	-1%	-1%	3%	-9%	-4%	1%
51: COc1cc(CCC(=O)OCC(=O)Nc2ccc(C(N)=O)cc2)cc(OC)c1OC
  -2%	4%	-8%	20%	4%	-2%	?	8%
52: COc1ccc(OC)c(/C=N/NC(=O)c2cc3c(OC)cc(OC)cc3[nH]2)c1
  8.9µM*[quencher]	.	5µM*	6%[10 µM]	3%	?	1%	?
53: CC(C)C(NC(=O)OC(C)(C)C)C(=O)N1CCCC1C(=O)NC(Cc1ccccc1)C(N)=O (stereo not drawn)
  6%	4%	-5%	9%	-2%	1%	3%	-9%
54: Cc1ccc(Cn2c(C)c3cnn(CC(=O)N4CCN(c5cc(C)ccc5C)CC4)c(=O)c3c2C)cc1
  4%	.	1%	.	.	2%	2%[76.3 µM]	.
